High-throughput results as filed in PubChem.
KCNQ2 block = KCNQ2 potassium channel inhibitors, primary screen, cell-based, CHO-K1, FluxOR thallium flux, B-score (AID 2156). 20 min; active compounds read low. B-score at 10 µM. hit rate 1.1% among 310,000;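 active = fluorescence ratio B-score at most minus 3 library SDs, with starting brightness B-score within 2 library SDs, cut at about -5.5 in these data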
Kir21 block = Kir2.1 (mouse) channel inhibition | P35561 | HEK293-Kir2.1, FluxOR thallium flux fluorescence; active compounds read low | B-score at 10 µM | hit rate 0.85% among 310,000 | AID 1672;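 active = fluorescence ratio B-score at or below minus 3 SD of library scores, with starting-brightness B-score within 2 SD, cut at about -4.2 in these data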;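 note: channel flux triggered by added potassium and thallium sulfate stimulus; B-score of peak minus minimum fluorescence over baseline after thallium stimulus; more negative B-score means stronger Kir2.1 block with less thallium influx; some compounds called inactive have numbers as strong as hits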
Target sequence (P35561 whole entry, looked up): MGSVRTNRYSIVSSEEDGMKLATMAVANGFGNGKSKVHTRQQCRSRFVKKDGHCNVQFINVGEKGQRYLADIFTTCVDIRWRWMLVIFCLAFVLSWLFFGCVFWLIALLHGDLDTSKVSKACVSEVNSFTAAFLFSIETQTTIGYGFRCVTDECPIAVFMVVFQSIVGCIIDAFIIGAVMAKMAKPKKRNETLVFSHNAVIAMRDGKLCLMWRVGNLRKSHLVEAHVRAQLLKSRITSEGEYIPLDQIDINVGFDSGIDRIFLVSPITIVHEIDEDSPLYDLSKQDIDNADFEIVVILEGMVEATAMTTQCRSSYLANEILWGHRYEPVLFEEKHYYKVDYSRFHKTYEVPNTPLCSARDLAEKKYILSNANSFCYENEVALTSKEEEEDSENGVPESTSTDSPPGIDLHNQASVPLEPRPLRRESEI
STK33 inh = blocks human STK33 kinase activity. Q9BYT3. purified STK33, MBP phosphorylation, ADP-Glo luminescence. inhibition, % at 10 µM. hit rate 0.073% among 320,000;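 active = inhibition at or above 25%, using the most active replicate where run in duplicate; inactive = inhibition below 25%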
Target sequence (Q9BYT3 whole entry, looked up): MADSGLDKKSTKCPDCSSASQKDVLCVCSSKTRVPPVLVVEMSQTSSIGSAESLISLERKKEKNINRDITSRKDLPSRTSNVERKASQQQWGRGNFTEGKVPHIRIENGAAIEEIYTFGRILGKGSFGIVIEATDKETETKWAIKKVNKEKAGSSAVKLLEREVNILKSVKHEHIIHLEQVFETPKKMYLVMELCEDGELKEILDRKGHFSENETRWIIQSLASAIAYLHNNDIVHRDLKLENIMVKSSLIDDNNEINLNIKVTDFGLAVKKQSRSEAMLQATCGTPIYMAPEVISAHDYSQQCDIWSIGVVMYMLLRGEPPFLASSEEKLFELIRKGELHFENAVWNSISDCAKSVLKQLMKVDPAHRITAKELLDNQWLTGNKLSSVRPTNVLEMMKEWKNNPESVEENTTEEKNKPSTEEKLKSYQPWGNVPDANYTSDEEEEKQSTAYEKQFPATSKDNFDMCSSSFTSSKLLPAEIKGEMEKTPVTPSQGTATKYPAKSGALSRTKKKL
An asterisk follows results filed as active; i = inactive; . = not tested or not shown.

Order of results: KCNQ2 block | Kir21 block | STK33 inh
> CC(C)[C@H](NC(=O)OCc1ccccc1)C(=O)OCC(=O)NCCc1ccccc1
  -7.07* | -0.82 | -1.1
> O=C(CSc1nccn1-c1ccccc1)NO
  i | 0.02 | -2.3
> CNC(=S)NC1CC2CCCC(C1)N2Cc1ccccc1OC (stereo not given)
  i | -0.21 | -0.6
> Cc1cccc(NC(=O)CCN2C(=O)C3C4C=CC(C4)C3C2=O)c1 (stereo not given)
  i | -0.01 | -0.9
> CN(C)/C=C/C(=O)c1cnc(-c2cccc(Cl)c2)s1
  i | 1.34 | -2.4
> Nn1c(SCc2cccc(F)c2)nnc1-c1cccnc1
  i | -0.33 | 1.0
> Clc1ccc(OCc2nc(-c3ccncc3)no2)c(Br)c1
  i | 1.33 | 0.3
> COc1cc(NC(=O)c2ccno2)cc(C(=O)Nc2cccc(C(F)(F)F)c2)c1
  i | 1.24 | -1.3
> Nn1c(Nc2ccccc2)nc2ccccc2c1=O
  i | 0.19 | 3.5
> Cc1ccc(C(=O)Nc2ccncc2)cc1S(=O)(=O)N1CCOCC1
  i | -0.29 | -0.3
> CCCC(=O)N1CC(=O)Nc2ccc(F)cc2C1c1ccccc1 (stereo not given)
  i | 0.35 | -1.1
> COc1ccnc(Oc2ccccc2)c1C(N)=O
  i | -0.66 | -1.6
> CCCCCCCCn1cc(C(C)=O)c(=O)[nH]c1=O
  i | 0.8 | -0.5
> COCC(=O)NCc1ccc2c(c1)OCO2
  i | -0.11 | 0.3
> CN(CCc1ccccn1)C(=O)CC1C(=O)NCCN1Cc1ccccc1C(F)(F)F (stereo not given)
  i | 0.79 | -2.3
> CC(=O)NC(CC(=O)c1ccc([N+](=O)[O-])cc1)C(Cl)(Cl)Cl (stereo not given)
  i | 1.01 | 2.2
> COc1cc(CN2CC(=O)N(c3ccc(C)c(C)c3)C2=S)cc(OC)c1OC
  i | -0.1 | -1.9
> CNc1ccc(NC(C)=O)cc1[N+](=O)[O-]
  i | 2.48 | -0.5
> O=C(NCCNC(=O)c1cc(Cl)ccc1Cl)c1ccco1
  i | 0.87 | -0.4
> CCC1(CC)NC(=O)N(CC(=O)OC(C)C(=O)Nc2cc([N+](=O)[O-])ccc2OC)C1=O (stereo not given)
  i | 1.2 | 0.4
> COc1cc(OC)c(-c2sc(Nc3ccccc3)n[n+]2-c2ccc(F)cc2)cc1OC
  i | 1.1 | 0.1
> CCN1CCCC1CNC(=O)c1ccc2c(c1)N(Cc1cccc(Cl)c1)C(=O)c1ccccc1S2(=O)=O (stereo not given)
  i | -2.23 | -0.5
> O=C(O)c1ccc2c(=O)n3c(nc2c1)/C(=C/c1ccc(F)cc1)CC3
  i | -0.71 | -0.6
> Cc1ccc(C)n1CCN1CCN(CC(=O)Nc2cc(C(F)(F)F)ccc2Cl)CC1
  i | -0.22 | .
> Cc1cc(NC(=O)CSc2nnc3c(C)cc4ccccc4n23)no1
  i | 0.23 | -1.9
> CC(C)(CNC(=O)c1cc(-c2ccc(Cl)s2)nc2ccccc12)N1CCOCC1
  i | 1.4 | 0.0
> COc1ccc(N(C)C(=O)c2cn(CC(C)C)c(=O)c3cc(OC)c(OC)cc23)cc1
  i | -1.04 | -1.0
> CCOC(=O)CSc1nc2cc(C(=O)NCc3ccco3)ccc2c(=O)n1C1CCCCC1
  i | -0.17 | 1.0
> CS(=O)(=O)c1ccc(Cl)c(NC(=O)c2cccc(-n3cnnn3)c2)c1
  i | -0.01 | -0.9
> CCN(CC)S(=O)(=O)c1ccc(C(=O)Nc2ccc(OCC(=O)N3CCOCC3)cc2)cc1
  i | 1.24 | 0.5

Compound profiles, as listed above. Screens in order: KCNQ2 block, Kir21 block, STK33 inh
Results for CCN1CCCC1CNC(=O)c1ccc2c(c1)N(Cc1cccc(Cl)c1)C(=O)c1ccccc1S2(=O)=O (stereo not given) = i, -2.23, -0.5
Results for CS(=O)(=O)c1ccc(Cl)c(NC(=O)c2cccc(-n3cnnn3)c2)c1 = i, -0.01, -0.9
Results for CCC1(CC)NC(=O)N(CC(=O)OC(C)C(=O)Nc2cc([N+](=O)[O-])ccc2OC)C1=O (stereo not given) = i, 1.2, 0.4
Results for O=C(O)c1ccc2c(=O)n3c(nc2c1)/C(=C/c1ccc(F)cc1)CC3 = i, -0.71, -0.6
Results for Cc1ccc(C)n1CCN1CCN(CC(=O)Nc2cc(C(F)(F)F)ccc2Cl)CC1 = i, -0.22, .

Following part
Order of results: KCNQ2 block | Kir21 block | STK33 inh
> COc1ccc(/C=N/NC(=O)c2ccoc2C)cc1COc1ccc(Cl)cc1
  i | 0.03 | -1.4
> Cc1cc(C)cc(OCC(=O)NNC(=O)c2cc(C)[nH]n2)c1
  i | 1.8 | -4.3
> COc1ccc(S(=O)(=O)NC(C)C(=O)NCc2cccnc2)cc1Cl (stereo not given)
  i | -1.13 | 0.0
> COC(=O)c1ccc(OCC(O)CN2C(=O)c3ccccc3S2(=O)=O)cc1 (stereo not given)
  i | 1.51 | -1.6
> O=C(COC(=O)/C=C/c1cccs1)NC(c1ccccc1)c1ccccc1
  i | -0.65 | -1.0
> O=C(COc1ccc2ccccc2c1CN1CCOCC1)N1CCc2ccccc21
  i | 0.01 | -0.4
> O=C1C=C(Nc2ccc(Cl)cc2Cl)CC(c2ccco2)C1 (stereo not given)
  i | -0.16 | -1.2
> CCOC(=O)c1c(C)[nH]c(C(=O)OCC(=O)N2CC(C)OC(C)C2)c1C (stereo not given)
  i | -1.8 | -2.4
> Cc1ccc(-c2nc3ccccc3o2)cc1NC(=S)NC(=O)/C=C/c1ccco1
  i | 0.86 | -2.6
> CCOC(=O)CSc1nnc(NC(=O)c2cccc(S(=O)(=O)N3CCCC3)c2)s1
  i | 0.05 | -2.0
> COc1ccc(N(CC(=O)NCC2CCCO2)C(=O)CCC(=O)Nc2cc(C)on2)cc1OC (stereo not given)
  i | 0.15 | -0.1
> CCOc1ccc(CN2C(=O)CC(=O)N(S(=O)(=O)c3ccc(OCC)cc3)C2=O)cc1
  i | 0.3 | 0.1
> O=C(O)c1sccc1SCc1ccc(Cl)c(Cl)c1
  i | 0.07 | -1.4
> CCOc1ccc(CCNC(=O)Nc2ccccc2C)cc1OCC
  i | 1.48 | 0.7
> Cc1ccc2nc(N3CCN(S(=O)(=O)c4ccc(C)c(Cl)c4)CC3)c(C#N)cc2c1
  i | 0.12 | 0.4
> COc1cc(NC(=O)CN2CCN(c3ccccn3)CC2)cc(OC)c1OC
  i | 0.89 | 0.8
> Cc1cc(C)nc(N2CCN(C(=O)CCC(=O)Nc3nnc(CC(C)C)s3)CC2)n1
  i | 1.67 | -1.5
> O=C(CCSc1ccccc1)Nc1ccccc1Br
  i | -0.83 | -1.3
> O=C(NNc1ccccn1)c1ccc(Cl)nc1
  i | 0.11 | -2.2
> Cc1ccc(OCC(=O)N(C)Cc2ccccc2)c([N+](=O)[O-])n1
  i | 0.9 | 0.1
> COc1cc([N+](=O)[O-])cc(/C=N/N(CCC#N)C(C)=O)c1O
  i | 1.3 | 1.5
> O=C(CNC(=O)c1ccccc1)OCc1cccc(Br)c1
  i | 0.59 | -0.8
> CCN(CC)S(=O)(=O)c1ccc2c(c1)nc(SCC(N)=O)n2-c1ccc(OC)cc1
  i | 0.35 | 1.3
> CCOc1ccc(C(C(=O)NC2CCCC2)N(CCOC)C(=O)CNC(=O)c2ccco2)cc1 (stereo not given)
  i | 1.5 | -0.4
> C=C(C)CSc1nnc(CCCCCNC(=O)OC(C)(C)C)o1
  i | -0.51 | 1.3
> Cc1nc([N+](=O)[O-])cn1CC(=O)Nc1ccc(F)c(Cl)c1
  i | 1.29 | -1.6
> COc1ccc(NC(=O)CSc2cc(C)ccc2C)cn1
  i | -3.78 | 0.6
> CCC(=O)Nc1ccc(N2CCN(S(C)(=O)=O)CC2)cc1
  i | -0.14 | 0.7
> CCc1ccc(C2=NN(CCC(=O)NC3CCCCCC3)C(=O)CC2)cc1
  i | 0.73 | -0.4
> O=C(c1cc2ccccc2o1)N1CCN(c2ccccc2Cl)CC1
  i | 1.73 | -0.5
> COc1cccc(NC(=S)NNC(=O)Cn2nc([N+](=O)[O-])cc2C)c1
  i | -0.39 | -0.7
> O=C(COc1ccccc1)N(Cc1ccccc1)c1nc(-c2ccccc2)cs1
  i | 1.73 | -0.2
> CC(=O)NNC(=O)c1cc2c3ccccc3n(C)c2s1
  i | 0.96 | -4.1
> O=C(C1=C(O)C(=O)N(c2ncccn2)C1c1ccc(Cl)cc1)c1ccco1 (stereo not given)
  i | 0.78 | -0.8
> O=C(NCCOc1ccccc1)c1ccccc1NC(=O)C1CCCO1 (stereo not given)
  i | -0.08 | 0.1
> CCC/C(O)=C1\C(=O)CCCC1=NCCc1c(C)[nH]c2ccc(OC)cc12
  i | -1.02 | -1.2
> O=C(COC(=O)/C=C/c1ccc([N+](=O)[O-])cc1)NCc1ccccc1
  i | -0.59 | -1.8
> NC(N)=NS(=O)(=O)c1ccc(NC(=S)NC(=O)/C=C/c2cccs2)cc1
  i | 1.46 | 2.3
> Cc1ccc(C)c(-c2nnc(NC(=O)c3ccc([N+](=O)[O-])o3)o2)c1
  i | 0.89 | 0.4
> O=C(c1ccc(F)cc1)N1CCCCC(Sc2nnnn2-c2ccccc2)C1=O (stereo not given)
  i | 1.38 | -0.5
> C=CCOc1ccc(CNc2ccc(NC(=O)CC(C)C)cc2)cc1OC
  i | 0.58 | -2.2
> CC1=NN(C(N)=S)C(=O)C1N=Nc1ccccc1C (stereo not given)
  i | -0.51 | -0.1
> CCOC(=O)CCC(NC(=O)CCCC(=O)NC(CCC(=O)OCC)C(=O)OCC)C(=O)OCC (stereo not given)
  i | 0 | -1.7
> CSc1ccccc1NC(=O)c1ccco1
  i | -0.28 | -0.5
> O=C(O)C[C@H]1c2cc(C(F)(F)F)ccc2S(=O)(=O)N1C1CCCC1
  i | 0.24 | 0.0
> CCOc1cc2[nH]c(=O)n(CCCN3CCN(c4ccc(OC)cc4)CC3)c(=O)c2cc1OCC
  i | 0.94 | -0.7
> COc1ccc(CNC(=O)c2[nH]c(C)c(C(C)=O)c2C)cc1
  i | -1.18 | -1.4
> CCN(CC)CCn1c2c(c(SCC(=O)Nc3cc(C)ccc3C)nc1=O)CCC2
  i | 0.62 | -0.2
> Clc1cccc(N2CCN(c3nnnn3-c3ccccc3)CC2)c1
  i | -0.1 | -1.1
> CN(Cc1ccco1)S(=O)(=O)c1nnc(NC(=O)c2cccc(Cl)c2)s1
  i | -1.75 | 1.3
> O=C(NCCOc1ccccc1F)c1ccccc1SCc1ccc(F)cc1
  i | -4.02 | .
> COc1cc(/C=C2/C(=N)N3C(=NC2=O)SN=C3S(C)(=O)=O)ccc1OC(=O)c1ccco1
  i | -0.33 | 0.0
> COc1ccc(CCN=C(C)c2cc(C)c(C)cc2O)cc1OC
  i | 0.96 | -1.5
> COC(=O)c1cc(NC(=O)c2ccccc2)c(=O)oc1C
  i | -1.07 | 0.3
> Cc1ccc(C(=O)NNC(=O)CCC(=O)NCc2ccccc2)cc1Br
  i | 1.19 | -1.9
> Cn1c(=O)[nH]c(=O)c2c1nc(CN1CCOCC1)n2CCCO
  i | 2.02 | 1.2
> NC1=NC(=O)C(Cc2ccccc2)S1 (stereo not given)
  i | -0.15 | -0.5
> CC(=O)Nc1ccc(NC(=O)C2C3CCC(C3)C2C(=O)O)cc1 (stereo not given)
  i | -1.09 | -0.6
> Cn1c(SCc2nc3ccccc3s2)nnc1-c1ccc2c(c1)OCO2
  i | -1.5 | 3.0
> COc1ccc(C2CCCN2C(=S)Nc2cccc(C)c2C)cc1OC (stereo not given)
  i | 1.74 | -0.4

Additional compounds:
Order of results: KCNQ2 block | Kir21 block | STK33 inh
> CC(C)Nc1ncnc2c1cnn2Cc1ccccc1Cl
  i | 2.51 | -1.5
> CSc1ccc(S(=O)(=O)NCCSc2ccccn2)cc1
  i | -0.11 | 6.2
> O=C(CN(c1ccc(Cl)cc1)S(=O)(=O)c1ccc(Cl)c([N+](=O)[O-])c1)NCCc1ccc(F)cc1
  i | -0.66 | -0.7
> CCOC(=O)c1cc(NC(=O)N(C)C2CCCCC2)c(C)nc1C
  i | -0.23 | -0.8
> O=C(/C=C/c1cccs1)NCc1cccs1
  i | -0.87 | -1.5
> O=C(c1ccc(F)cc1F)N1CCCC(c2nc(-c3cccs3)no2)C1 (stereo not given)
  i | -0.41 | -2.3
> Cc1ccc(Oc2ncccc2C(=O)NC2CCSC2=O)cc1 (stereo not given)
  i | 1.08 | 1.0
> Cn1c(=NC(=O)C2CCCCC2)sc2cc([N+](=O)[O-])ccc21
  i | 0.01 | 0.0
> COc1ccc(OC)c(CCNC(=O)Cn2ccc3cc(S(=O)(=O)N4CCCC4)ccc32)c1
  i | 0.57 | -0.9
> COCCCNc1ncnc2nc[nH]c12
  i | 1.88 | -0.1
> Cc1ccccc1NC(=O)CSc1ccncc1
  i | 2 | -0.5
> c1ccc(CCC2CCCCN2Cc2nc(C3CC3)no2)cc1 (stereo not given)
  i | -0.04 | -1.6
> O=C(O)CC1=C(c2ccc(F)cc2)CCC1=O
  i | 0.1 | -0.4
> COc1ccc2nc(SCC(=O)N3CCNC3=O)[nH]c2c1
  i | 0.16 | -0.2
> CCCCn1nc(C(=O)Oc2ccc3c(C)cc(=O)oc3c2)c2ccccc2c1=O
  i | 0.81 | .
> CCOc1ccc(OCCSc2nc3ccccc3n2CC(=O)O)cc1
  i | 0.05 | -1.3
> CC1=C(C(=O)OCC(C)C)C2(O)C(=O)c3ccccc3C2(O)N1 (stereo not given)
  i | 0.72 | -0.3
> CC(C(=O)Nc1cc(C(F)(F)F)ccc1N1CCOCC1)N1C(=O)C2CC=CCC2C1=O (stereo not given)
  i | 0.55 | -0.5
